USP17 block: blocks human USP17 ubiquitin-rhodamine cleavage. purified USP17, Ub-rhodamine cleavage fluorescence, 3 h. inhibition, % at 50 µM. 6.5% of 47,000 active. AID 1645855
USP10 inh: human USP10 deubiquitinase inhibition; Q14694; purified USP10, Ub-rhodamine fluorescence, 60 min; inhibition, % at 20 µM; 1.1% of 47,000 active; AID 1645856
USP30 block: blocks human USP30 ubiquitin-rhodamine cleavage; Q70CQ3; 5.3% of 47,000 active; inhibition, % at 25 µM; AID 1645860; purified USP30, Ub-rhodamine cleavage fluorescence
USP8 block: human USP8 deubiquitinase inhibition. purified USP8, Ub-rhodamine cleavage fluorescence, 30 min. P40818. inhibition, % at 20 µM. 4.2% of 47,000 active
USP7 block: blocks human USP7 ubiquitin-rhodamine cleavage; purified USP7, Ub-rhodamine cleavage fluorescence; inhibition, % at 20 µM; 0.3% of 47,000 active
USP28 block: blocks human USP28 ubiquitin-rhodamine cleavage; purified USP28, Ub-rhodamine cleavage fluorescence, 30 min; Q96RU2; inhibition, % at 25 µM; 3% of 47,000 active
Target sequence (Q96RU2 whole entry, looked up): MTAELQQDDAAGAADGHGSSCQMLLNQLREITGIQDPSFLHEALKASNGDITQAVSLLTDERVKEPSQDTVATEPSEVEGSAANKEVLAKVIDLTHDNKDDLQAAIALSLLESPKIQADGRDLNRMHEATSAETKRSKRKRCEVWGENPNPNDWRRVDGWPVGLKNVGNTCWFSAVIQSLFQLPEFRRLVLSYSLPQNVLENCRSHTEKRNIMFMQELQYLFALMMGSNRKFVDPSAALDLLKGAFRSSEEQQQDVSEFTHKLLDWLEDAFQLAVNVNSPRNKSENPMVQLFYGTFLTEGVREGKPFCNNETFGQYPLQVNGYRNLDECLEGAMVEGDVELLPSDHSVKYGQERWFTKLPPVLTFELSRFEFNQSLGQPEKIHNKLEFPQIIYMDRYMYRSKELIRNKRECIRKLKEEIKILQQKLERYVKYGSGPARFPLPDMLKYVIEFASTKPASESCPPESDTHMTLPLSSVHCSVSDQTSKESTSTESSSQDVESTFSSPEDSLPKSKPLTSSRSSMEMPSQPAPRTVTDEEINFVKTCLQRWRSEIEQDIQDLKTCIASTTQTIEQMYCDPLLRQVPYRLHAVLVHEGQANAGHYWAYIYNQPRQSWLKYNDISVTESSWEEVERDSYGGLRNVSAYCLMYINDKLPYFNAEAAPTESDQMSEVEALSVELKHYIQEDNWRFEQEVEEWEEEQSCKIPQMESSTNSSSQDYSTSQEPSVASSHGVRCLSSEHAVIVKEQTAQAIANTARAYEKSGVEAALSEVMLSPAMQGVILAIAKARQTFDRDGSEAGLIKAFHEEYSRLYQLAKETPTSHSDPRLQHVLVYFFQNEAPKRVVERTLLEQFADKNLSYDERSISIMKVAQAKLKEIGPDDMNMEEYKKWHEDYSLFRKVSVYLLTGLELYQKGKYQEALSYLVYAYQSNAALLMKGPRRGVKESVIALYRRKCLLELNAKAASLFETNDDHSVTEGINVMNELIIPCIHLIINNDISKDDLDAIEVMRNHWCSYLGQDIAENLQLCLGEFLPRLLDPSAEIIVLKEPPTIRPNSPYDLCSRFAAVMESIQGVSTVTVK
UCHL1 block: human UCHL1 deubiquitinase inhibition; P09936; 0.2% of 47,000 active; purified UCHL1, Ub-rhodamine cleavage fluorescence; inhibition, % at 20 µM
OTUD3 block: inhibitors of human OTUD3 deubiquitinase | purified OTUD3, Ub-rhodamine fluorescence, 2 h | inhibition, % at 25 µM | 0.7% of 47,000 active
The depositor's hits bear a star; i = inactive. No stated cut-off is given here; in the data, active means inhibition above about 30%; inactive means the rest.

SMILES	USP17 block	USP10 inh	USP30 block	USP8 block	USP7 block	USP28 block	UCHL1 block	OTUD3 block
COc1cc(NC(=O)Nc2nccn(-c3ccccc3)c2=O)cc(OC)c1	10	2	6	18	2	9	0	4
O=C(CN1CCN(c2ccccc2)CC1)c1ccccc1	-13	-1	-34	-5	-1	-4	0	-10
CC(CCc1ccccc1)NCc1c(C(=O)O)n(C)c2ccccc12 (centres undefined)	-8	-2	-7	-5	1	-5	-1	-1
COc1ccccc1CNC(=O)c1ccc2c(c1)CCN2C(=O)C1CC1	-10	0	-3	-1	1	-9	0	-6
Cc1c(CN2CCC(C(=O)Nc3cccc(-c4cccc(F)c4)c3)CC2)cnn1C	-4	-2	31*	-10	-7	23	2	-10
Cc1noc(C)c1Cn1cc(-c2nc(-c3cnccn3)no2)ccc1=O	-7	-8	-9	-6	-2	-4	-5	-1
CC(=O)Nc1cc2nc3ccccc3oc-2cc1=O	22	0	10	-4	6	0	0	6
CNc1nccnc1C1CN(Cc2cc3cc(OC)ccc3[nH]2)CCO1 (centres undefined)	-12	-12	-47	5	-6	-14	-3	-15
CC(=O)N(O)[C@@H]1c2cc(C#N)ccc2OC(C)(C)[C@H]1O	4	2	11	34*	1	-2	0	6
N#Cc1ccccc1OCC(=O)Nc1ccccc1C(=O)c1ccccc1	17	2	5	13	-7	4	0	1
COc1ccccc1OCc1nc2c3c(C)c(C)oc3ncn2n1	-29	-6	-89	-14	-7	-5	-4	-19
O=C(CSc1nnc(CNC(=O)c2ccccc2F)o1)Nc1ccc(OC(F)(F)F)cc1	63*	4	32*	6	-4	9	1	-1
CN(C(=O)c1cccc2cccnc12)c1nc2c(s1)CCc1occc1-2	69*	-1	25	64*	3	25	3	17
Cc1ccccc1C(=O)N1CCC2(C1)Nc1cccnc1NC2=NCc1ccccc1 (centres undefined)	-125	-2	i	-133	-8	-171	-10	-133
COc1cccc(CC(=O)N2CC[C@H]3N(C)CC[C@@]3(C(=O)N3CCCC3)CC2)c1	-34	0	-9	-63	0	-15	-4	-9

The closing three compounds of the section before are carried over, then new ones follow.
SMILES	USP17 block	USP10 inh	USP30 block	USP8 block	USP7 block	USP28 block	UCHL1 block	OTUD3 block
CN(C(=O)c1cccc2cccnc12)c1nc2c(s1)CCc1occc1-2	69*	-1	25	64*	3	25	3	17
Cc1ccccc1C(=O)N1CCC2(C1)Nc1cccnc1NC2=NCc1ccccc1 (centres undefined)	-125	-2	i	-133	-8	-171	-10	-133
COc1cccc(CC(=O)N2CC[C@H]3N(C)CC[C@@]3(C(=O)N3CCCC3)CC2)c1	-34	0	-9	-63	0	-15	-4	-9
Cn1nc(C2CCN(C(=O)COc3ccccc3)CC2)c2nccnc21	3	0	13	22	3	9	2	3
O=C(CCc1nc(CSc2nnc(-c3ccco3)o2)no1)Nc1cc(F)cc(F)c1	-16	-2	-31	-106	-15	6	1	-5
COc1ccccc1CCNc1ncnc2c1[nH]c1ccccc12	-3	2	-11	0	10	0	2	-14
Cc1ccc(NC(=O)Cn2c(=O)n(CCC(=O)NCCc3ccc(Cl)cc3)c(=O)c3ccccc32)cc1	16	6	20	18	5	15	1	11
CN(C)c1ccc(C2C3=C(CC(C)(C)CC3=O)Nc3ccccc3N2C(=O)Cc2ccccc2)cc1 (centres undefined)	-9	-5	-102	-8	0	-22	0	-20
Cc1cc(C)n(-c2ccc(C(=O)NCc3cn4cc(C(F)(F)F)cc(Cl)c4n3)cc2)n1	37*	-2	0	-3	1	19	2	1
CNc1nc2c(c(=O)n1-c1ccccc1)CN(C(=O)c1ccncc1)CC2	15	0	19	15	4	6	2	12
NC(=O)c1c(NC(=O)c2ccccc2Oc2ccccc2)sc2c1CCN(Cc1ccccc1)C2	30*	-3	2	-2	-143	13	-162	0
Cn1cccc1CN1CCCC12Cc1ccccc1CNC2=O (centres undefined)	-36	-9	-140	1	-8	-34	-6	-25
CC(=O)c1ccc(NC(=O)C(C)Sc2nnc(C)n2CC2CCCO2)cc1 (centres undefined)	-9	1	-2	-34	-1	-2	-1	-1
Cn1nccc1CN1CCC2(CC1)Nc1cc(Cl)ccc1C1=NCCN12	-4	-7	-39	6	-1	-12	-1	-10
COc1ccc(C(CC(=O)N2CCCCCC2)n2cccc2)cc1 (centres undefined)	13	-3	16	14	2	15	1	19
COc1cc(-c2noc(-c3ccccc3C)n2)ccc1OCC(=O)NC(C)C	21	9	33*	29	8	9	3	17
COc1ccc(C(=O)N[C@@H]2C(=O)Nc3c(c(C)nn3C)[C@H]2c2ccc3c(c2)OCCO3)cc1OC	-5	-3	-17	-7	1	-2	-2	-3
COc1ccc(S(=O)(=O)N2CCC3(CC2)OC(=O)Nc2ccccc23)cc1	64*	5	19	39*	8	7	3	17

Part of the list above, limited to USP10 inh.
smiles | USP10 inh
CC(=O)Nc1cc2nc3ccccc3oc-2cc1=O | 0
Cc1cc(C)n(-c2ccc(C(=O)NCc3cn4cc(C(F)(F)F)cc(Cl)c4n3)cc2)n1 | -2

(further entries)
SMILES	USP17 block	USP10 inh	USP30 block	USP8 block	USP7 block	USP28 block	UCHL1 block	OTUD3 block
CN(C(=O)c1ccc(Cl)cc1Cl)c1nnc(C23CC4CC(CC(C4)C2)C3)s1	10	0	20	12	2	12	2	10
C[C@H](NC(=O)[C@H](Cc1ccccc1)NC(=O)[C@@H](Cc1ccccc1)n1c(=O)[nH]c2ccccc2c1=O)C(=O)O	-7	3	5	-51	2	-4	-1	-2
O=C1C(NS(=O)(=O)c2ccccc2)CCN1c1ccc(F)cc1 (centres undefined)	5	1	12	2	7	8	4	8
COCCCNC(=O)c1ccc(N2CCOc3ccccc32)s1	-5	0	-18	-10	0	-13	-1	-11
Cc1ccc(-c2cc(-c3ccc4c(c3)OCO4)c(C#N)c(N)n2)cc1C	-58	-4	-91	10	0	-38	-5	-46
O=C(NC1CCN(c2cc(-c3ccccc3)[nH]n2)CC1)c1cccnc1	2	-3	2	5	0	9	2	7
CC(C)(C)C(=O)N1CCCC1c1nc2ccccc2s1 (centres undefined)	14	3	21	20	2	13	4	15
CC1=C(CO)C(=O)O[C@@H]([C@@H](C)[C@H]2CC[C@H]3[C@@H]4C[C@H]5O[C@]56[C@@H](O)C=CC(=O)[C@]6(C)[C@H]4CC[C@]23C)C1	72*	12	83*	9	4	44*	4	5
O=C(NC1CC1)c1ccc(-c2ccc(N3CCCCC3)nc2)cc1	48*	1	16	8	5	3	0	0
Cc1nnc2ccc(C(=O)NC(C)c3ccccc3)cn12 (centres undefined)	-17	-2	-38	-9	0	-9	-2	-11
Cc1ccccc1-c1noc2ncnc(NCc3ccco3)c12	0	2	6	0	-1	7	2	4
Cc1ccc(C2c3[nH]c4ccccc4c3C[C@H]3C(=O)N(c4ccccc4C(=O)NC4CCCC4)C(=O)N23)cc1 (some centres undefined)	-44	-4	-173	-40	-8	-39	-10	-48
O=C(Nc1cccc2cccnc12)c1nnn(-c2ccccc2)n1	44*	0	18	-20	-4	0	-3	0
O=C(CC1C(=O)N(Cc2ccccn2)c2nc3ccccc3n21)Nc1cccc2ccccc12 (centres undefined)	-2	-2	-54	1	-11	4	2	0
COc1cccc(-c2nc3c(s2)CNCC3)c1	-6	-6	-31	10	-11	0	0	-6

Reprinted from the part before: 5 entries; new compounds follow.
SMILES	USP17 block	USP10 inh	USP30 block	USP8 block	USP7 block	USP28 block	UCHL1 block	OTUD3 block
Cc1ccccc1-c1noc2ncnc(NCc3ccco3)c12	0	2	6	0	-1	7	2	4
Cc1ccc(C2c3[nH]c4ccccc4c3C[C@H]3C(=O)N(c4ccccc4C(=O)NC4CCCC4)C(=O)N23)cc1 (some centres undefined)	-44	-4	-173	-40	-8	-39	-10	-48
O=C(Nc1cccc2cccnc12)c1nnn(-c2ccccc2)n1	44*	0	18	-20	-4	0	-3	0
O=C(CC1C(=O)N(Cc2ccccn2)c2nc3ccccc3n21)Nc1cccc2ccccc12 (centres undefined)	-2	-2	-54	1	-11	4	2	0
COc1cccc(-c2nc3c(s2)CNCC3)c1	-6	-6	-31	10	-11	0	0	-6
CN1CCC(N2CCN(C(=O)Cn3c(=O)n(-c4ccccc4)c4ncccc43)CC2)CC1	-32	-10	-43	-13	-5	-25	-5	-16
COc1ccc2[nH]c3c(c2c1)CCN1C(=O)N(c2ccccc2C(=O)NC2CCCCC2)C(=O)[C@]31C	20	1	-1	-5	0	-4	-1	6
O=C(NC1CCCCC1)c1cccc(COc2ccc3c(c2)CCC3)c1	4	3	-13	-22	2	-8	-3	-4
O=C(COc1ccc2c3c(c(=O)oc2c1)CCC3)NCC(=O)N1CC[C@@]2(O)CCCC[C@H]2C1	24	0	23	-1	7	10	5	10
Cc1cc(C(C)(C)C)cc(S(=O)(=O)Nc2ccc(O)c(Sc3ncn[nH]3)c2)c1C	0	8	-10	-53	-24	0	0	-6
O=C(c1ccc2c(c1)OCO2)N1CCCC(c2ccc3cn[nH]c3n2)C1 (centres undefined)	-11	-1	-19	-12	-10	-13	0	-2
Cc1cc(-c2nnc(SCC(=O)Nc3cccc(Cl)c3C)n2N)n[nH]1	5	-9	20	22	-9	-5	-2	1
O=C(COc1ccccc1Cl)N1CCC(c2nc3ccccc3o2)CC1	-24	-6	-115	-13	-17	-23	-3	-31
Cc1cccc(OCC(=O)NCC(c2ccco2)N2CCCCC2)c1C (centres undefined)	5	3	15	6	1	6	3	13
O=[N+]([O-])CCc1ccc(O)c(O)c1	-33	3	-68	5	-5	5	-1	8
Cc1c(CNCCc2c[nH]c3ccccc23)c(C(=O)O)c(C)n1Cc1c(F)cccc1Cl	-13	-3	-3	-42	-4	-9	-2	-18
O=C(Nc1ccc(F)cc1F)c1cnn2cc(Br)cnc12	12	-1	-7	2	1	-7	-2	1
COc1ccc(-c2cc(Nc3ncnc4sccc34)ccc2OC)cc1	17	-4	27	0	0	6	2	26
Cc1cc(CN2CC[C@H]3O[C@@H](C(=O)NCc4ccco4)CC[C@H]32)no1	-35	-2	-6	-127	-5	-18	-5	-14
CN1CCN(CCNC(=O)C2CCN(c3nc4cccnc4n(C)c3=O)CC2)CC1	2	-1	13	10	3	6	1	7
O=C(Cn1cnc2cc([N+](=O)[O-])ccc2c1=O)Nc1ccc2c(c1)OCCO2	-3	-8	-26	-201	3	14	1	-13
O=C(c1cnn2c(C(F)(F)F)cc(-c3ccccc3)nc12)N1CCN(c2ncccn2)CC1	-1	0	9	-94	2	17	-3	-1
O=C1CN(Cc2ccccc2F)S(=O)(=O)c2ccccc2N1Cc1ccccc1F	7	9	25	8	9	13	4	9
CCOc1ccc(CN(C)C(=O)C(C)c2ccc3cc(OC)ccc3c2)cc1 (centres undefined)	16	13	26	12	12	12	7	17
COC(=O)CN1CC2(CCN(CCC(C)C)CC2)COc2ccccc2S1(=O)=O	1	1	15	0	3	8	3	5

Individual results from the list:
OTUD3 block with O=C(Cn1cnc2cc([N+](=O)[O-])ccc2c1=O)Nc1ccc2c(c1)OCCO2 stands at -13
USP7 block with O=C1CN(Cc2ccccc2F)S(=O)(=O)c2ccccc2N1Cc1ccccc1F stands at 9

Compound activity: PubChem, Dana-Farber Cancer Institute and Novartis Institutes for BioMedical Research (Cambridge, Mass)
